TPT1 inhibitor – Candida albicans TPT1 enzyme inhibitors, primary screen, biochemical, fluorescence polarization. AID 1962, 2009. tRNA 2'-phosphotransferase TPT1 (Candida albicans SC5314). inhibition, % at 5 µM. recombinant caTPT1, FP RNA substrate dephosphorylation. 300,000 tested, 0.81% active;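 active = inhibition above the mean of all tested compounds plus 3 SD, set per screening campaign, cut at about 24% in these data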;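 note: plate controls were DMSO alone for no effect and ferristatin control at 100 nM for full effect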
CTSL1 counter – Fasciola hepatica cathepsin L1 inhibitors, primary screen, counter-screen for PFM18AAP inhibitor project, biochemical, QFRET, fluorogenic peptide substrate. inhibition, % at 5.96 µM. AID 1906, 2009. 300,000 tested, 0.49% active. recombinant F. hepatica cathepsin L1, Z-Leu-Arg-MCA fluorescence;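 active = inhibition above the mean of all tested compounds plus 3 SD, set per screening campaign, cut at about 17% in these data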;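 note: 0% = plate median of test compound wells and 100% = 1 µM Z-Phe-Ala-diazomethylketone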
procasp7 counter – procaspase-7 activators, primary screen, counter-screen for procaspase-3 activator project, biochemical, absorbance, HTS, human. Caspase-7 (Homo sapiens), P55210. recombinant procaspase-7, Ac-DEVD-pNA absorbance 405 nm; D23A/D198A/D206A triple mutant, cannot self-cleave; scale: DMSO 0, 5 µM enzyme 100. activation, % at 8.5 µM. 330,000 tested, 0.093% active;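 active = percent activation above the screen-wide mean plus 3 SD, cut at about 25% in these data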
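System: Uncleavable procaspase-7 mutant enzyme; Amount: 2 µM procaspase-7 mutant as dispensed; Schedule: 1 h compound preincubation, 2 h substrate cleavage, 25 °C; Measured by: 405 nm absorbance of p-nitroaniline; Evaluation: percent activation from buffer-corrected 0–120 min absorbance change; Control set: low DMSO alone, high DMSO plus 5 µM PC-7.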
proCasp3 act – activators of human procaspase-3 D3A mutant, primary screen, biochemical, absorbance, PC-3 D3A mutant, single concentration; activation, % at 8.5 µM; recombinant procaspase-3 D3A, Ac-DEVD-pNA absorbance 405 nm; 330,000 tested, 0.11% active; Caspase-3 (Homo sapiens), P42574; AID 463141, 2010;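 active = activation above the mean of all tested compounds plus 3 SD, cut at about 21% in these data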;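 note: 0% = DMSO alone and 100% = DMSO wells spiked with extra 5 µM PC-3 D3A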
Target sequence (P42574 whole entry D9A/D28A/D175A): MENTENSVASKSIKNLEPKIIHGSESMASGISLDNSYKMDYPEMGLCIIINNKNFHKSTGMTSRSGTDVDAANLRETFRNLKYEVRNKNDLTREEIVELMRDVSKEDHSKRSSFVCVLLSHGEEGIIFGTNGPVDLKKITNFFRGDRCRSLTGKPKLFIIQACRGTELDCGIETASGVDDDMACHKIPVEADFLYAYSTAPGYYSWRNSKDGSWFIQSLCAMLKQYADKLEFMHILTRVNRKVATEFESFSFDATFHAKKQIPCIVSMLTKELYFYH
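Assay system: Autoprocessing-dead procaspase-3 D3A mutant enzyme; also added: Ac-DEVD-pNA; doses: one concentration, 8.5 µM nominal, 0.8% DMSO; times: 1 h compound preincubation, 2 h substrate hydrolysis at 25 °C; technique: 405 nm absorbance of p-nitroaniline, reads at 0 and 120 min; measure: % activation between DMSO and enzyme-spiked controls; repeats: single replicate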
PP5 inh – PP5 phosphatase inhibitors, primary screen, biochemical, fluorescence; purified PP5c, OMFP substrate fluorescence; inhibition, % at 6.7 µM; 320,000 tested, 0.18% active;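 active = inhibition above the campaign's mean inhibition across all tested compounds plus 3 SD, cut at about 9.5% in these data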;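 note: 0% = DMSO only and 100% = 100 µM cantharidin control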
Target sequence (P53041 whole entry, looked up): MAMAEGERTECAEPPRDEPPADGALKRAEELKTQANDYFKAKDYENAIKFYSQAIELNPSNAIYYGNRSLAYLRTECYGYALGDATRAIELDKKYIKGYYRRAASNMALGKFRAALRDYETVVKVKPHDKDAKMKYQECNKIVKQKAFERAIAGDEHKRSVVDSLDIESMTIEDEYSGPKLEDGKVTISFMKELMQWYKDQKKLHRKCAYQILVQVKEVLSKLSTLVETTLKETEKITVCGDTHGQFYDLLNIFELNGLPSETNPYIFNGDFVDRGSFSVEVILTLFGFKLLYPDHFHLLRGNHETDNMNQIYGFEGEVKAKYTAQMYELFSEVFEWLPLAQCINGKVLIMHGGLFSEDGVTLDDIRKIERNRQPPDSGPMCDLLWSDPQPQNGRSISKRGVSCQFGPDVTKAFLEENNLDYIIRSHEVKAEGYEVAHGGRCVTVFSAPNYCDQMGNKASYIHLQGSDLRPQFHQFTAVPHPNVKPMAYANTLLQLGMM
Efflux pump inh – inhibitors of Candida efflux pumps in yeast, primary screen, S. cerevisiae, Nile Red, multiplex; S. cerevisiae Candida pump triplex; inhibition, % at 10 µM; 330,000 tested, 0.44% active; AID 485275, 2010;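 active = plate passing quality check with inhibition over a set limit, or well fluorescence over plate mean plus 4 SD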;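 note: Nile Red retained in pooled yeast measured as flow cytometry median fluorescence; 0% = buffer negative control and 100% = Enniatin B positive control; higher means more Nile Red kept so more efflux inhibition; some compounds called inactive have numbers as strong as hits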
HCV core dimer – inhibitors of HCV core protein dimerization, primary screen, biochemical, TR-FRET, high-throughput. TR-FRET GST/Flag-core106 dimerization, 1536-well. inhibition, % at 5 µM. 300,000 tested, 0.33% active;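 active = inhibition above the mean of all tested compounds plus 3 SD, set per screening campaign, cut at about 45% in these data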
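System – GST-tagged and Flag-tagged HCV core protein residues 1-106 · Repeats – one well for each compound · Technique – TR-FRET 671 and 617 nm emission · Doses – one concentration, 5 µM, in 0.5% DMSO · Times – 4 h, 22.5 °C incubation · Also added – Eu donor and XL665 acceptor anti-tag antibodies · Measure – percent inhibition of core106 dimerization signal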
JMJD2C inh – inhibitors of GASC-1 histone demethylase, primary screen, biochemical, fluorescence, DELFIA europium | Lysine-specific demethylase 4C (Homo sapiens), Q9H3R0 | inhibition, % at 2.35 µM | GST-JMJD2C(1-420) H3K9me3 demethylation | AID 2099, 2009 | 330,000 tested, 0.069% active;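 active = more than half of a compound's replicate wells show inhibition beyond 50%, single wells judged on their own value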;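 note: signal counts dimethyl H3K9 product captured on neutravidin plate; 0% = median of DMSO wells and 100% = 0.3 times that DMSO median; strong numbers were not always called active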
PP1 counter – PP1-alpha phosphatase inhibitors, primary screen, counter-screen for PP5 inhibitor project, biochemical, fluorescence, OMFP substrate, single point. 320,000 tested, 0.9% active. AID 2235, 2010. inhibition, % at 6.7 µM. purified PP1alpha;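 active = inhibition above the mean inhibition of all tested compounds plus 3 SD, computed separately for each screening campaign, cut at about 15% in these data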
Target sequence (P62136 whole entry, looked up): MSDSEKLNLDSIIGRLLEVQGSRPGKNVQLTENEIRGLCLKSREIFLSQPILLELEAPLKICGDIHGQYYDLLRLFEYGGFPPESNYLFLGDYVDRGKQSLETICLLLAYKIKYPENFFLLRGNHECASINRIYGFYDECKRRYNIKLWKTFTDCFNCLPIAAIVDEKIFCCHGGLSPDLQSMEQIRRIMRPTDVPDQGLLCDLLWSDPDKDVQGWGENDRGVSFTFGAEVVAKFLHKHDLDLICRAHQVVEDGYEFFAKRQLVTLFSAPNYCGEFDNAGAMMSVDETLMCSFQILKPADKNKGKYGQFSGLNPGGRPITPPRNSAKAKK
Starred values were filed as active, the others as inactive; . = no result given; & = joins results of further samples.

SMILES	TPT1 inhibitor	CTSL1 counter	procasp7 counter	proCasp3 act	PP5 inh	Efflux pump inh	HCV core dimer	JMJD2C inh	PP1 counter
CC12CCC(=O)N1C(C(=O)NNC(=O)c1ccc(Cl)cc1)CS2 (stereo unspecified)	.	.	-5	-4	1.4	0.3	.	6	1
O=C(NC1CCCCCC1)C1CC(=O)N(c2ccc(Cl)cc2)C1 (stereo unspecified)	0	5	-15	-10	1.5	-0.1	10	11	3
CCCCCCCN1C2=NCCN2c2ccccc21	-2	-4	6	2	0.9	-0.1	-3	3	-2
O=C1CN(S(=O)(=O)c2ccccc2C(F)(F)F)CCN1	0	0	13	-3	1.6	0.2	-7	1	1
O=C(NCC(c1cccnc1)N1CCN(c2ccccc2)CC1)C1CCCCC1 (stereo unspecified)	-1	0	6	5	1.4	-0.2	0	-2&6	1
Cc1cc(N2CCN(C)CC2)nc2ccc(NC(=S)N3CCN(c4ccc(Cl)cc4)CC3)cc12	2	-2	-11	-4	-0.3	0.3	0	3	3
Cn1c(Sc2ccccc2Cl)c(C=O)c2ccccc21	-4	-1	5	4	1.1	-0.1	25	-4	-3
Cc1cccc2c3c([nH]c12)CCNC3	-2	1	-2	1	-1.2	0.1	-5	14	-3
CCOC(=O)c1c(-c2ccccc2)csc1NC(=O)c1cc2ccccc2oc1=O	-2	-2	-7	-3	0.9	0.1	4	5	-2
CN1CCSc2ccc(C(=O)Nc3cc(F)ccc3F)cc21	0	7	-3	-2	0.4	-0.1	6	-7	-3
CSc1ccc(C(=S)N2CCN(C)CC2)cc1	0	0	-16	-14	1.6	-0.1	2	-29	3
COc1ccc(CCNC(=O)COC(=O)/C=C/c2ccc(OC)cc2OC)cc1	.	.	3	-9	.	0.5	.	7	.
NC(=O)C1CCN(CC(=O)Nc2ccccc2C(=O)NC2CC2)CC1	.	.	15	5	-1.2	0.0	.	20	-2
CCn1cc(/C=N\NC(=O)c2csc3ccccc23)c(C)n1	1	3	-11	2	-1.0	-0.2	-7	-41	-1
COc1ccc(C2OC3=C(Nc4cc(C)c(C)cc4N3)C2=O)cc1 (stereo unspecified)	2	-3	-4	5	-1.1	0.1	-5	2	-1
CC(C)NC(=O)COC(=O)Cn1[nH]c(=O)c2ccccc2c1=O	-4	-26	5	-2	1.5	-0.1	16	-3	-3
COc1ccc(-c2c(C#CC(C)(C)O)c3ccccc3n2C)cc1	.	.	-1	5	.	0.3	.	25	.
Cc1ccc(N/C=C(\C2OC(=O)c3ccccc32)[N+](=O)[O-])c(C)c1 (stereo unspecified)	-3	1	-9	-6	0.2	0.0	12	109	1
Nc1ccnn1Cc1cccnc1	-4	2	1	-1	-0.9	-0.1	-7	2	-2
CCOc1ccc(S(=O)(=O)N2CCCC(C(=O)NCc3ccccc3)C2)cc1 (stereo unspecified)	1	1	1	0	1.5	0.0	5	2	-3
O=C(Nc1ccc(O)cc1)N1CCOCC1	-1	-2	-9	8	0.4	0.1	-1	2	2
CCOc1cccc(C(=O)NC(=S)Nc2ccc(N3CCN(CC)CC3)cc2)c1	-6	3	-12	0	-0.4	-0.4	-6	19	0
O=C(NC(Cc1ccccc1)C(=O)O)/C(=C/c1ccc(F)cc1)NC(=O)c1ccccc1 (stereo unspecified)	-1	-1	4	0	2.8	-0.5	-7	-3	2
Cc1ccc(NC(=O)CCCNC(=O)c2ccc(Cl)cc2)cc1S(=O)(=O)N1CCOCC1	.	.	12	8	0.3	-0.2	.	.	-7
CCN(c1ccccc1)S(=O)(=O)c1ccc2c(c1)OCCO2	.	.	5	0	.	-0.1	.	1	.
New compounds follow:
SMILES	TPT1 inhibitor	CTSL1 counter	procasp7 counter	proCasp3 act	PP5 inh	Efflux pump inh	HCV core dimer	JMJD2C inh	PP1 counter
C=CCc1cc(C=O)cc(OC)c1OCc1ccc(Cl)cc1	-5	-1	7	-2	1.6	-0.1	17	-4	3
CCOc1cc(Br)cc(/C=C2\SC(=Nc3ccccc3)NC2=O)c1O	3	-1	-8	-2	4.7	-0.1	10	-15	3
C/C=C/C=C\C(=O)Nc1cccc(C2=NOC3(C2)C[C@H](C(N)=O)N(C(=O)CC#N)C3)c1 (stereo partly specified)	-5	8	10	-1	2.1	0.1	28	-3	19*
COc1ccc(S(=O)(=O)Cc2ccc(C(=O)NCc3ccccn3)o2)cc1	2	-3	0	0	0.7	0.0	-1	-6	-1
O=C(CCCCCN1C(=O)c2cccc([N+](=O)[O-])c2C1=O)Nc1ccccc1F	2	0	-10	-3	-1.3	-0.1	14	4	-3
COc1ccc(NC(=O)COC(=O)c2cc(C)oc2C)c([N+](=O)[O-])c1	.	.	1	-4	3.7	-0.1	.	.	-1
C/C=C/C=C/C(=O)Nc1nccs1	-1	2	0	-15	0.0	-0.2	3	-22	6
Cc1cccc(CN2CCC(CNC(=O)C3CCCN(S(=O)(=O)c4cnc[nH]4)C3)CC2)c1 (stereo unspecified)	0	-2	-6	7	-0.1	0.1	-1	.	-4
CC(C)(C)CC(C)(C)NCC(=O)Nc1c2c(nc3ccccc13)CCC2	-2	0	-3	1	0.1	0.0	-4	0	7
COc1nn(CC(=O)N2N=C(C)CC2(O)C(F)(F)F)cc1[N+](=O)[O-] (stereo unspecified)	-2	2	-6	-8	-0.6	-0.1	-1	6	-8
O=C(O)CSc1nc2c(c(C(F)(F)F)n1)CCc1ccccc1-2	-2	7	-8	-1	0.7	0.1	-1	-7	-2
C[C@@H](O)[C@H]1C(=O)N2C(C(=O)O)=C(S[C@@H]3CN[C@H](C(=O)N(C)C)C3)[C@H](C)[C@H]12	-1	-6	8	-5	-1.1	-0.1	10	-30	-2
Nc1ccc(-c2c3ccc(=O)cc-3oc3cc(O)ccc23)c(C(=O)O)c1	.	.	4	-7	-6.3	0.4	.	-5	-13
Nn1c(-c2ccc(O)cc2)nnc1-c1ccc(O)cc1	-4	-3	-10	15	1.4	-0.1	-1	-5	-3
O=C(Nc1ccccc1)N1CCCC(c2nc(-c3ccc(F)cc3)no2)C1 (stereo unspecified)	-4	4	7	-3	2.2	0.1	-5	-10	4
CN(C1CCCCC1)S(=O)(=O)c1ccc(-n2cnnn2)cc1	1	-7	-10	13	3.6	-0.2	-4	1	-1
CCN(CC)c1ccc(/C=N/N2CC(=O)NC2=S)cc1	.	.	-5	-15	1.2	-0.2	.	-6	0
CN(C)C(=O)c1ccc(NC(=O)COC(=O)c2cc3c(s2)CCCCC3)cc1	.	.	10	10	3.8	-0.4	.	0	1
Cc1cc(OCCn2cnc3ccccc3c2=O)ccc1[N+](=O)[O-]	-2	5	2	2	0.2	-0.1	5	.	-1
CC1CCCN(S(=O)(=O)c2ccc3c(c2)c(=O)nc2ccccn23)C1 (stereo unspecified)	3	-1	-4	-2	-0.9	-0.1	16	-1	-2
Cc1ccc(NC(=S)N2CCN(C3CCCCC3)CC2)cc1	4	-1	-16	-7	4.5	0.2	-2	-1	-7
CC(=O)c1cccc(NC(=O)c2ccc(NC(=O)CC3SC(N4CCCCC4)=NC3=O)cc2)c1 (stereo unspecified)	0	-2	12	-2	-0.1	-0.2	8	26	1
COc1ccc(CCN(C)C(=O)CNC(=O)c2ccccc2F)cc1OC	1	4	7	-2	-0.6	-0.1	4	-6	0
C(#CCN1CCOCC1)COCCOC(c1ccccc1)c1ccccc1	2	3	-8	-6	2.1	0.3	-1	-2	-1
CC1Cc2ccccc2N1S(=O)(=O)c1cccc(C(=O)Nc2cccnc2)c1 (stereo unspecified)	-2	0	-1	-1	6.3	-0.1	0	-2	6
Other records.
SMILES	TPT1 inhibitor	CTSL1 counter	procasp7 counter	proCasp3 act	PP5 inh	Efflux pump inh	HCV core dimer	JMJD2C inh	PP1 counter
CCCCN(CCCC)S(=O)(=O)c1ccc(C(=O)Nc2nnc(CSC)o2)cc1	-5	4	12	-2	-0.1	-0.1	11	0	27*
Cc1cccc(NC(=O)CSc2nc(=O)n(CCN3CCOCC3)c3c2CCCC3)c1C	-1	-3	0	4	-1.1	0.0	3	-6	-4
CCC(C)NC(=O)c1ccccc1NS(=O)(=O)c1ccc(OC)c(OC)c1 (stereo unspecified)	4	-1	5	0	3.1	0.1	-1	-1	-2
CCCn1c(N)c(C(=O)CN(C)CC(=O)Nc2ccc(F)cc2)c(=O)[nH]c1=O	.	.	5	-5	-3.1	0.0	.	.	-5
Cc1ccc2nc3c(cc(C(=O)NC4CCS(=O)(=O)C4)n3Cc3ccccc3)c(=O)n2c1 (stereo unspecified)	-1	4	1	1	1.1	0.1	0	12	-1
O=c1c2cnn(-c3ccccc3)c2ncn1Cc1ccccc1	-3	0	9	6	0.2	0.0	1	24	-3
COc1cc(/C=C2/C(=O)NN(c3ccc(Cl)cc3)C2=O)cc(OC)c1O	97*	1	-8	8	1.0	0.0	-8	-2	5
O=[N+]([O-])c1cc(Br)cc(C=Nc2ccc3c(c2)OCO3)c1O	0	-3	-11	-20	0.3	0.0	19	4	-3
COC(=O)[C@H]1CN(C(=O)c2ccccc2)C(=O)N1	-6	1	12	2	1.4	-0.1	1	-1	-5
CC1(c2ccc(OC(F)F)cc2)NC(=O)N(CC(=O)Nc2ccc3[nH]c(=O)[nH]c3c2)C1=O (stereo unspecified)	4	-1	12	-7	1.1	-0.1	-4	-12	-6
Cc1nc2c(-c3ccc(F)cc3)c(C)nn2c(N2CCOCC2)c1C	0	-2	-3	5	1.8	0.0	-1	-3	1
Brc1ccc(-c2nc3ccccc3s2)s1	1	6	2	-4	1.6	0.0	-36	3	2
CCOC(=O)/C(C#N)=C/c1c[nH]c2ccccc12	2	-1	3	1	1.2	-0.4	0	1	-2
CCc1cc(C(=O)NC(C)C2CCCO2)cs1 (stereo unspecified)	2	3	6	0	0.4	-0.1	3	-18	-3
CC1=NN(C(N)=S)C(=O)C1N=Nc1cc(Cl)ccc1Cl (stereo unspecified)	3	2	42*	-3	-3.2	0.1	-6	-16	3
O=C(Cn1nc(C(=O)O)c2ccccc2c1=O)Nc1ccccc1C(F)(F)F	-2	-2	1	3	0.0	0.0	0	-11	0
COc1ccc(/C=N/Nc2ccc(C(F)(F)F)cc2[N+](=O)[O-])cc1O	-1	2	2	3	1.2	-0.3	0	-1	-1

No enrichment for hits, and some 2.9% of all compounds hit somewhere here.
